Screening results deposited in PubChem by several laboratories.
proCasp7 act – counter-screen for procaspase-3 activators: activators of human procaspase-7; P55210; recombinant procaspase-7, Ac-DEVD-pNA absorbance 405 nm; D23A/D198A/D206A triple mutant, cannot self-cleave; scale: DMSO 0, 5 µM enzyme 100; activation, % at 8.5 µM; 330,000 tested, 0.093% active; AID 463210;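 active means percent activation above the screen-wide mean plus 3 SD, cut at about 25% in these data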
Target sequence (P55210 whole entry D23A/D198A/D206A): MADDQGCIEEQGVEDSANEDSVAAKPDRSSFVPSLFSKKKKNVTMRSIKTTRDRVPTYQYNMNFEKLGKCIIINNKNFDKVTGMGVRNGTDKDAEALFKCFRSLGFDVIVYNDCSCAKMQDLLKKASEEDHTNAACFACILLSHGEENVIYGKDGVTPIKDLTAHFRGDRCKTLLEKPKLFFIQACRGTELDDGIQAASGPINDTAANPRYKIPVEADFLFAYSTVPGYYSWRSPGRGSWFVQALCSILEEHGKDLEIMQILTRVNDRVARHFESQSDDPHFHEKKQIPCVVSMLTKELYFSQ
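Test system: Procaspase-7 triple mutant (PC-7 D3A). Also added: Ac-DEVD-pNA substrate, 400 µM as added. Schedule: 1 h enzyme–compound preincubation and 2 h substrate reaction, both 25 °C. Signal: p-Nitroaniline absorbance at 405 nm, read at 0 and 120 min. Control set: low DMSO alone, high DMSO plus 5 µM PC-7.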
AHR act – activators of human aryl hydrocarbon receptor. activation, % at 5 µM. P35869. AHR-responsive luciferase reporter cells, luminescence. 320,000 tested, 2.5% active; in the data active means activation above about 47%;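 further: 0% = vehicle wells and 100% = reference agonist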
CIT2-GFP yeast – modulators of TOR pathway CIT2-GFP in S. cerevisiae | S. cerevisiae CIT2-GFP strain, flow cytometry, 3 h; 100 means same as DMSO wells | GFP response vs DMSO, % at 10 µM | 320,000 tested, 0.065% active;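 active means GFP response relative to DMSO above a set limit, near the screen mean plus 3 SD, cut at about 150% in these data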;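 further: ratio of well median GFP fluorescence to mean of DMSO wells on the plate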
MEP2-GFP yeast – modulators of TOR pathway MEP2-GFP in S. cerevisiae. S. cerevisiae MEP2-GFP strain, flow cytometry GFP, 3 h; 100% = DMSO control level. GFP response vs DMSO, % at 10 µM. 330,000 tested, 0.51% active;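 active means GFP response versus DMSO above a set limit, roughly screen mean plus 3 SD, cut at about 180% in these data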;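 further: median GFP fluorescence of the barcode-gated MEP2-GFP cells per well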
LAP4 TOR yeast – modulators of TOR pathway LAP4-GFP in S. cerevisiae; S. cerevisiae LAP4-GFP multiplex, flow cytometry GFP, 3 h; median GFP as percent of DMSO wells; GFP response vs DMSO, % at 10 µM; 320,000 tested, 0.34% active;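 active means GFP response vs DMSO above a set limit, about the screen mean plus 3 SD, cut at about 150% in these data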
AGP1-GFP MLPCN – yeast TOR pathway AGP1-GFP modulation; S. cerevisiae AGP1-GFP multiplex flow cytometry, 3 h; GFP as percent of DMSO wells; GFP response vs DMSO, % at 10 µM; 320,000 tested, 0.02% active;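 active means GFP response relative to DMSO above a set limit, near screen average plus 3 SD, cut at about 150% in these data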;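 further: median GFP channel fluorescence of the gated AGP1 strain per well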
procasp3 activ – procaspase-3 (human) activation. recombinant procaspase-3 D3A, Ac-DEVD-pNA absorbance 405 nm. activation, % at 8.5 µM. 330,000 tested, 0.11% active. AID 463141;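 active means activation above the mean of all tested compounds plus 3 SD, cut at about 21% in these data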;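 further: 0% = DMSO alone and 100% = DMSO wells spiked with extra 5 µM PC-3 D3A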
Target sequence (P42574 whole entry D9A/D28A/D175A): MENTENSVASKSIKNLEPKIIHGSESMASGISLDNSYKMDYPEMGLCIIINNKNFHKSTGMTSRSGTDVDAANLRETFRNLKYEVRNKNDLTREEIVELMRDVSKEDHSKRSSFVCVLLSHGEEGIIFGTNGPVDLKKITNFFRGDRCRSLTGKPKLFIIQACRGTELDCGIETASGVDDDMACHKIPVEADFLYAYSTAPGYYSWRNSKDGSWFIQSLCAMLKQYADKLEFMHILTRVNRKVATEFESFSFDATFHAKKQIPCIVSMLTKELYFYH
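assay system = Procaspase-3 D3A mutant | signal = absorbance at 405 nm, 0 and 120 min | times = 1 h preincubation plus 2 h reaction at 25 °C | repeats = single replicate | read-out = % activation between DMSO and enzyme-spiked controls | medium = Zinc-free HEPES saline buffer with Triton X-100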
RPL19A-GFP yeast – yeast TOR pathway RPL19A-GFP modulation. 330,000 tested, 0.3% active. AID 2025. S. cerevisiae RPL19A-GFP strain, flow cytometry, 3 h; stronger effect = lower value. percent response vs DMSO, % at 10 µM;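 active means percent response vs DMSO below 50%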;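 further: median channel GFP fluorescence of the barcoded RPL19A-GFP strain; ratio of sample median GFP to plate DMSO average so 100% = DMSO; lower means less RPL19A-GFP as with rapamycin TOR inhibition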
Numbers without * were called inactive; nt = no result given.

Start of the data: the first 2 compounds as a preview:
molecule,proCasp7 act,AHR act,CIT2-GFP yeast,MEP2-GFP yeast,LAP4 TOR yeast,AGP1-GFP MLPCN,procasp3 activ,RPL19A-GFP yeast
O=C(CCS(=O)(=O)Cc1cccc(Cl)c1)NCCc1ccccc1,5,3,98,115,89,90,3,102
O=C(Cc1nc2ccccc2[nH]1)N/N=C/c1ccccc1,-3,11,102,102,97,100,-7,102

The listing, from the first entry:
molecule,proCasp7 act,AHR act,CIT2-GFP yeast,MEP2-GFP yeast,LAP4 TOR yeast,AGP1-GFP MLPCN,procasp3 activ,RPL19A-GFP yeast
O=C(CCS(=O)(=O)Cc1cccc(Cl)c1)NCCc1ccccc1,5,3,98,115,89,90,3,102
O=C(Cc1nc2ccccc2[nH]1)N/N=C/c1ccccc1,-3,11,102,102,97,100,-7,102
Cc1ccc(C(=O)Nc2cccc([N+](=O)[O-])c2)cc1S(=O)(=O)Nc1ccc(NC(=O)c2ccccc2)cc1,-1,24,93,96,85,97,0,99
Cc1ccc(CNc2c(C=O)c(=O)[nH]c3ccccc23)cc1,15,3,101,110,97,95,3,92
CC(=O)Oc1ccc2c(=O)c(N3C(=O)c4ccccc4C3=O)c(C)oc2c1C,2,-1,99,104,104,108,3,117
COc1ccccc1/C=N/NC(=Nc1ccc(C)cc1)c1nc2ccccc2s1,-13,24,90,102,106,100,2,97
CN(C)c1ccc(/C=N/NC(=O)CCC(=O)NCc2ccccc2)cc1,4,19,107,103,91,99,2,104
Cc1cc(C)n2nc(SCC(=O)Nc3ccc(F)c(F)c3F)nc2n1,-12,-4,86,94,89,88,4,90
Cc1[nH]n(C)c(=O)c1N=Nc1ccc(S(C)(=O)=O)cc1,-11,-3,99,103,108,103,2,100
COCC(=O)Nc1nnc(SCC(=O)NCc2cccs2)s1,-2,8,96,100,100,103,7,98
CSc1nccc(Oc2cccc(C#N)c2)n1,2,1,106,109,89,99,3,105
O=C(Nc1ccccc1)C1CCCCC1,-4,-2,97,100,105,97,5,95
CCOc1cc(-c2noc(N)c2C(=O)OC)cc(OCC)c1OCC,6,3,92,105,101,101,1,101
Cc1nc(NC(=O)c2ccc(F)cc2)sc1C(=O)Nc1ccc2c(c1)CCC2,5,16,101,110,110,101,5,99
CNC(=O)Cn1nc(C)c2ccccc2c1=O,5,-1,90,94,97,93,9,95
COc1ccc(/C=C/C(=O)Nc2nonc2NC(C)=O)cc1,-7,49*,95,104,78,87,-5,99
O=C(CCN1C(=O)/C(=C/c2cccs2)SC1=S)Nc1ccc(C(=O)O)cc1,-20,1,103,102,95,96,-9,99
CN(CC(=O)Nc1c(Cl)cccc1Cl)C(=O)c1ccccc1SCC(=O)N1CCCC1,-7,0,106,99,100,113,-4,108
OC(CN1CCN(c2ccccc2F)CC1)c1ccc(F)cc1 (configuration not stated),-12,-3,105,103,97,102,0,107
O=S1(=O)C=C(SCCN2CCCCC2)c2ccccc21,1,-1,90,93,93,92,3,91
COc1ccc(C(=O)N(Cc2sccc2C)C2CCS(=O)(=O)C2)cc1 (configuration not stated),-1,0,113,102,81,106,1,110
Cc1c(C(=O)NCCNc2ncc(C(F)(F)F)cc2Cl)cccc1[N+](=O)[O-],5,0,104,110,97,105,6,103
CC(C)(C)c1ccccc1NC(=O)c1ccc(-n2cncn2)c([N+](=O)[O-])c1,0,1,81,77,81,100,-2,86
O=C(CN1CCOCC1)Nc1ncc(Cc2cccc(Cl)c2)s1,9,-2,102,101,87,99,4,103
Cc1ccccc1C(=O)Nc1ccnn1C1CCN(Cc2cnn(C(C)C)c2)CC1,5,4,115,97,104,108,1,102
COC(=O)C1=C(C(=O)OC)C(c2cc(Br)ccc2O)c2sc(=O)[nH]c2S1 (configuration not stated),-3,1,98,97,99,98,10,98
C=CCN(C(=O)COc1ccccc1)c1nnc(-c2ccncc2)s1,-6,1,95,101,114,93,6,101
CCOc1ccc(N(CC(=O)Nc2ccc(OC)cc2)S(=O)(=O)c2c(C)[nH]c(=O)[nH]c2=O)cc1,4,4,102,98,89,97,3,100
O=c1c2cc(Br)ccc2nc(-c2ccccc2)n1O,12,48*,87,93,110,97,6,103
COc1ccc(-n2c(=S)[nH]c3cc(C(=O)Nc4ccccc4OC)ccc3c2=O)cc1,-1,-11,103,107,102,104,9,108
CN1CCC(OC(=O)COc2ccccc2)CC1,-184,0,97,101,105,104,-1,101
CCc1ccc(NC(=O)CSc2nc(N)c(NC(=O)c3ccc(F)c(F)c3)c(=O)[nH]2)cc1,-4,1,93,101,106,95,-5,93
COc1ccc(CN2C(=O)NC3(CCCc4ccccc43)C2=O)cc1F (configuration not stated),-1,2,102,103,102,102,-10,99
CCOC(=O)c1c(C)nc(C)c2c(=O)oc3ccccc3c12,10,3,96,106,104,97,1,100
O=C(c1ccc(CS(=O)(=O)Cc2ccccc2)cc1)N1CCCCC1,4,1,98,101,96,101,6,104
COc1cccc(Oc2cn[nH]c2-c2ccc(OCC(=O)NN)cc2O)c1,-7,33,103,112,97,102,-1,107
O=c1c2[nH]c3ccc(F)cc3c2ncn1CCCn1ccnc1,-3,96*,117,110,108,nt,-6,105
CCOc1ccc(S(=O)(=O)N2CCC(C(=O)NCc3ccccn3)CC2)cc1Cl,-4,0,102,94,97,98,3,97
COc1ccc(N2CCN(C(=O)COc3ccc(Cl)cc3Cl)CC2)cc1,2,0,91,97,96,85,0,101
CC(C)n1c(SCC(=O)NCc2ccco2)nnc1C1CC1,-20,5,109,100,105,105,-8,99
CN(C)S(=O)(=O)c1cccc(NC(=O)COC(=O)CCc2nc3ccccc3s2)c1,4,1,109,102,100,109,-2,102
O=C(Nc1ccccc1)C1CC2CCC1C2 (configuration not stated),8,2,93,103,87,86,-8,95
CN1/C(=C\C(=O)c2cccc([N+](=O)[O-])c2)Sc2ccccc21,-3,14,87,104,91,84,4,89
COCCCn1c(C(=O)NCCC2=CCCCC2)cc2c(=O)n3ccccc3nc21,7,0,98,104,99,99,-1,101
CC(C)(C)c1ccc(C(=O)Nn2c(CCC(=O)O)ccc2-c2cccs2)cc1,-13,7,97,103,98,99,-11,100
COc1cc2c(cc1OC)C(C)N(S(=O)(=O)c1cccs1)CC2 (configuration not stated),nt,nt,94,105,113,95,nt,100
CCOc1cc2nc3c4ccccc4n(C)c3nc2cc1OCC,7,1,99,105,92,93,3,99
COc1ccc(OC)c(NC(=O)C2=C(C)Nc3ncnn3C2c2cccs2)c1 (configuration not stated),2,4,109,103,101,108,2,98
COc1ccc(C)cc1NC(=O)C(OC(=O)CNC(=O)c1cc(C)cc(C)c1)c1ccccc1 (configuration not stated),12,67*,101,104,105,105,-3,104
CC(=O)Nc1sc(C)c(C)c1C(=O)OCC(=O)N(Cc1ccccc1)C(C)C,-3,0,92,99,102,99,1,99
Cc1ccc(C)c(OCCOCCN2CCOCC2)c1,17,3,96,103,94,102,4,97
COc1cc(NC(=O)c2ccc(-c3cccc(F)c3)o2)ccc1NC(=O)c1ccccc1Cl,-4,-6,85,94,107,88,8,89
COC(=O)c1cc(-c2ccc(S(=O)(=O)N3CCCC3)cc2)c(C(F)(F)F)s1,10,-1,88,90,110,97,10,94
COc1cc(NC(=O)CN2C(=O)c3ccccc3S2(=O)=O)c(OC)cc1Cl,6,2,106,106,102,106,-10,102
Cc1c(C2OC(=O)C3(CCCCC3)C(=O)C2(C)C)c(=O)n(-c2ccccc2)n1C (configuration not stated),7,0,104,104,102,103,2,101
CC(/C=N\N1CCN(c2ccc(Cl)cc2)CC1)=C\c1ccccc1,2,0,105,101,100,109,7,103
COc1ccccc1OCC(=O)NNC(=O)CCCC(=O)NNC(=O)COc1ccccc1OC,13,3,98,107,96,97,3,104
COc1ccc(C(=O)NCc2nnc(SCC(=O)NC3=NCCS3)n2C)cc1,4,1,97,102,86,98,2,101
CCCc1nnc(SCC(=O)Nc2ccc3c(c2)OCCO3)n1CCOC,-7,-1,95,99,83,96,3,100
CC(=O)N1CCc2c(sc(NC(=O)CCS(=O)(=O)c3ccc(C)cc3)c2C(N)=O)C1,4,-3,98,101,107,108,9,99

Carrying on.
molecule,proCasp7 act,AHR act,CIT2-GFP yeast,MEP2-GFP yeast,LAP4 TOR yeast,AGP1-GFP MLPCN,procasp3 activ,RPL19A-GFP yeast
Cc1ccc(S(=O)(=O)N(C)c2cc(S(=O)(=O)Nc3ccncc3)c(C)cc2C)cc1,8,0,100,99,93,97,9,101
CCOC(=O)c1cc2c(ccc3nc(C)c(C)c32)[nH]c1C,-4,8,98,97,91,93,-12,100
O=S(=O)(N1CCCCCC1)N1CCN(S(=O)(=O)N2CCCCC2)CC1,-1,-2,109,107,105,nt,3,107
O=C(COC(=O)C1CC1)c1c[nH]c2ccccc12,0,14,99,108,99,98,6,100
Cc1ccc(/C=C2\C(=O)NC(=O)N2C)o1,-31,18,102,98,81,95,-19,105
CCOC(=O)COc1ccc2c(c1)c(C(C)=O)c(C)n2-c1ccc(OC)cc1,9,2,100,101,96,98,1,101
Cc1ccc(C)c2nc(Cl)c(C#N)cc12,1,1,78,93,80,93,1,92
CCCC1=C(C(=O)OCC)C(c2cccs2)n2ncnc2N1 (configuration not stated),2,-3,88,93,95,99,10,97
Cc1cccc(C)c1OCC(=O)Nc1ccccc1C(=O)N1CCOCC1,-4,-3,99,104,96,96,0,104
Cc1cccc(N=C2N=C(N)c3ccccc32)c1,-5,0,96,96,92,98,-8,99
O=C(O)CC(Cc1ccccc1)C(=O)NCC12CC3CC(CC(C3)C1)C2 (configuration not stated),-5,1,101,100,98,105,9,99
COc1ccc(-c2cc([C@H]3[C@H]4C=CC[C@@H](C)[C@@H]4C(=O)N3Cc3ccccc3)ccc2F)cc1OC,9,1,120,94,136,92,-1,98
O=C(O)C1CN(C(=O)c2ccccc2)c2cc(Cl)ccc2O1 (configuration not stated),-2,12,98,103,96,100,-10,102
CCCCN(CC)Cc1ccc(CNC(=O)Nc2ccc(OC)cc2OC)o1,2,-1,101,96,101,99,9,98
COC(=O)N1CCN(c2ccc(C(C)=O)cc2)CC1,4,2,86,97,95,89,3,96
Cc1ccc2cc(C)c3nnc(SCC(=O)Nc4nc5c(s4)CCCC5)n3c2c1C,2,14,102,99,88,104,-3,100
COc1ccc(C(=O)NNC(=O)CNC(=O)C2CCCCC2)cc1,-3,0,97,93,95,101,-4,94
O=C(O)CCc1ccc(-c2cccs2)n1NC(=O)c1ccc(Cl)cc1,-13,6,94,95,105,100,-3,96
CC(NC(=O)CCc1nc2cc(S(=O)(=O)N3CCOCC3)ccc2n1C)c1ccc(S(N)(=O)=O)cc1 (configuration not stated),13,0,98,96,96,102,-2,97
COc1ccc(C2OC(=O)CC2C(=O)NCc2ccccc2Cl)cc1OC (configuration not stated),-1,4,105,104,102,103,0,104
COCCN(Cc1cc2cc3c(cc2nc1Cl)OCO3)C(=O)c1cccc(C)c1,3,12,90,103,100,98,-2,102
